Diaphorase act: counter-screen for diaphorase-based assays: diaphorase activators and chemical reducers; hit rate 0.005% among 190,000; Diaphorase/resazurin coupled assay, resorufin fluorescence, 16 min; active compounds read high; 1 = vehicle wells, 0 = NADH-free wells; AID 1229; activation factor at 20 µM;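 active means diaphorase activity raised at least twofold by the compound at 20 µM; inactive means activation factor below 2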
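Material: purified diaphorase enzyme from Clostridium kluyveri / Medium: HEPES pH 7.4 buffer with MgCl2 and Tween 20 / Schedule: enzyme reaction of 16 min at room temperature / Measured by: resorufin fluorescence, excitation 544 nm, emission 590 nm / Evaluation: rise in resorufin formation, marking diaphorase activation or chemical reduction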
APP transl inh: APP translation inhibition. inhibition, % at 2 µM. hit rate 0.82% among 190,000. SH-SY5Y APP 5'UTR-luciferase reporter, luminescence. AID 1285;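 active means inhibition above a set limit, derived from the sample mean plus 3 SD, cut at about 45% in these data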; further: values of inactives mirror those of a sister screen read the other way
Diaph inh CS: diaphorase inhibition or chemical oxidation counter-screen. diaphorase resazurin-to-resorufin fluorescence, NADH, 16 min; bacterial (C. kluyveri) enzyme, not human. inhibition, % at 20 µM. hit rate 0.69% among 190,000. AID 1217;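 active means primary screen inhibition at 20 µM above a set limit, cut at about 50% in these data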;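 further: plate controls were DMSO with full reaction for no effect and wells lacking NADH for full effect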
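Detection: fluorescence of resorufin formed from resazurin, Ex 544/Em 590 nm; test system: Clostridium kluyveri diaphorase enzyme; amount: 0.14 U/mL diaphorase, enzyme working solution; times: 16-min room-temperature incubation before reading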
TLR4-MyD88 BLA: inhibitors of human TLR4-MyD88 binding | inhibition, % at 8.4 µM | hit rate 0.18% among 200,000 | O00206+Q99836 | HeLa CL3-4 TLR4/MyD88 BLA complementation, FRET ratio; in the data active means inhibition above about 25%;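 further: 0% = vehicle and 100% = reference inhibitor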
Target sequence (O00206 whole entry, looked up): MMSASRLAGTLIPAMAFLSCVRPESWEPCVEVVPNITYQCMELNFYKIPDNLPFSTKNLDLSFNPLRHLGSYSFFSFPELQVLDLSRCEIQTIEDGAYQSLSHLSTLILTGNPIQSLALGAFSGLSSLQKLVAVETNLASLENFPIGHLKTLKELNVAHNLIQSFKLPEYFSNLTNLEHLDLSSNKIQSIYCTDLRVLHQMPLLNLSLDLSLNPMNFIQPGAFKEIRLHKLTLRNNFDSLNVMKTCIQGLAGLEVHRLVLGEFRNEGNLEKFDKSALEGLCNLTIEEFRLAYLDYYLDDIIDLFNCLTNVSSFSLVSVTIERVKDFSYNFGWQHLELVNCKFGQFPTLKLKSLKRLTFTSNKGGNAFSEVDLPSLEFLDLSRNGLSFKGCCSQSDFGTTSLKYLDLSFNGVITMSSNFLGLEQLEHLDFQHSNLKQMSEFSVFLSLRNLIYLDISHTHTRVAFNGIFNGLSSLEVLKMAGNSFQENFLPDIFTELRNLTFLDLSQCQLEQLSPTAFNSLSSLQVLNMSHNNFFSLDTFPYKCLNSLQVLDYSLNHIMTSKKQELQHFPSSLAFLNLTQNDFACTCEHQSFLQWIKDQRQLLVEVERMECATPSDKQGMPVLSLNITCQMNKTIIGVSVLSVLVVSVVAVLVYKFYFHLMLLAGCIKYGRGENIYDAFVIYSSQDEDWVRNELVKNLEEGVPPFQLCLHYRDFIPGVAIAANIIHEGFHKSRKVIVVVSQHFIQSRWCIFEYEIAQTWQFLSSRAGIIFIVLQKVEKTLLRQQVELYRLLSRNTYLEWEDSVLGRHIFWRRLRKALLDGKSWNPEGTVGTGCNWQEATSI
Target sequence (Q99836 whole entry, looked up): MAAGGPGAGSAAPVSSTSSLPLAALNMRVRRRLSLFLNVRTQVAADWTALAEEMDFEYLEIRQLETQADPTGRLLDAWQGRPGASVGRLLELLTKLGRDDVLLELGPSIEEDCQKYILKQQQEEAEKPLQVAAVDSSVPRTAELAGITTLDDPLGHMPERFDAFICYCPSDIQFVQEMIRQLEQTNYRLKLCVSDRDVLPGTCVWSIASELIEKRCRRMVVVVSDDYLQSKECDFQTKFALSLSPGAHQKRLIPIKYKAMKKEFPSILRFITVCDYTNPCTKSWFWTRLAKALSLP
STAT3 activator: STAT3 signaling activation | U3A cells, IL-6 STAT3-luciferase reporter, luminescence; 100% = signal with IL-6 EC80 alone | activation (% of control), % at 5.6 µM | hit rate 0.91% among 190,000 | AID 871;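 active means activation above the screen-wide mean of compound activation plus 3 SD, cut at about 130% in these data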;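 further: 0% = background luminescence of wells with medium and substrate only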
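Assay system – human STAT1-deficient U3A cells with stable STAT3-luciferase reporter · Also added – IL-6 (33 ng/mL) · Schedule – compound 1 h, then IL-6 6 h at 37 °C · Technique – reporter luminescence signal · Evaluation – % activation versus median of IL-6-stimulated wells · Benchmarks – IL-6-only wells as 100% reference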
G6PDH counter: counter-screen for G6PDH assay hits: L. mesenteroides G6PDH inhibition; Purified L. mesenteroides G6PDH, diaphorase/resazurin coupled fluorescence, 45 min; inhibition, % at 5 µM; AID 1020; hit rate 0.12% among 200,000; in the data active means inhibition above about 50%
STAT1 blocker: STAT1 signaling inhibition | NIH 3T3 STAT1-luciferase reporter, IFN-gamma, luminescence | inhibition, % at 5.5 µM | hit rate 0.35% among 200,000 | AID 920;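 active means inhibition above a set limit, the mean inhibition across all tested compounds plus 3 SD, cut at about 34% in these data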;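 further: 0% = IFN-gamma with DMSO and 100% = IFN-gamma with 300 µM nifuroxazide; values of inactives mirror those of a sister screen read the other way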
STAT1 act: activators of IFN-gamma induced STAT1 signaling; NIH 3T3 STAT1-luciferase reporter, luminescence; 100% = IFN-gamma alone, no compound; AID 932; hit rate 2.6% among 200,000; activation (% of control), % at 5.5 µM;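 active means activation above the screen-wide mean activation plus 3 SD, cut at about 130% in these data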;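 further: raw ratio to IFN-gamma control signal so 100% means no change and 0% no light; values of inactives mirror those of a sister screen read the other way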
STAT3 inh: STAT3 signaling inhibition; U3A cells, IL-6 STAT3-luciferase reporter, luminescence; host cell line lacks STAT1; AID 862; hit rate 0.89% among 190,000; inhibition, % at 5.5 µM;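 active means inhibition above the mean inhibition across all screened compounds plus 3 SD, cut at about 44% in these data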;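 further: 0% = DMSO only wells and 100% = 100 µM nifuroxazide control wells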
Hsp70 act: transcriptional activators of Hsp70; HeLa Hsp70 promoter luciferase reporter, luminescence; scaled: vehicle 0, proteasome-inhibitor control 100%; activation, % at 10 µM; hit rate 0.04% among 200,000; AID 1203;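 active means activation above the mean across all tested compounds plus 3 SD, cutoff set per campaign, cut at about 5.5% in these data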;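 further: 100% = MG132 at 30 µM as the positive control and 0% = DMSO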
* = called active by the depositor. An unsorted share of the library. About 6.1% of those tested had a hit in this group.

Screening COc1cccc2cc(C(C)N(CCCN3CCOCC3)C(=S)Nc3ccccc3C)oc12 (configuration not stated) returned Diaphorase act 0.8, APP transl inh -12, Diaph inh CS 19, TLR4-MyD88 BLA -11, STAT3 activator 92, G6PDH counter 1, STAT1 blocker 13, STAT1 act 87, STAT3 inh 12 and Hsp70 act -0.3.
Screening Cc1nc2c(C(=O)N3CCN(C)CC3)cnn2c(C)c1Cc1ccc(Cl)cc1 returned Diaphorase act 0.9, Diaph inh CS 7, TLR4-MyD88 BLA 5, STAT3 activator 106, G6PDH counter 6, STAT1 blocker 2, STAT1 act 95, STAT3 inh -7 and Hsp70 act -0.3.
For COCCNC(=O)c1c(N)n(-c2ccccc2)c2nc3ccccc3nc12 the results were Diaphorase act 0.6, APP transl inh 1, Diaph inh CS 36, TLR4-MyD88 BLA -10, STAT3 activator 88, G6PDH counter 7, STAT1 blocker 5, STAT1 act 95, STAT3 inh 18 and Hsp70 act -0.2.
COc1ccc(C/C(N)=N/OC(=O)Cc2ccccc2)cc1 was read as Diaphorase act 0.9, APP transl inh -22, Diaph inh CS 12, TLR4-MyD88 BLA -9, STAT3 activator 109, G6PDH counter 6, STAT1 blocker -4, STAT1 act 104, STAT3 inh -2 and Hsp70 act -0.3.
`CCC(C)NC(=S)N1CCN(Cc2ccc3c(c2)OCO3)CC1` (configuration not stated) gave Diaphorase act 0.8, APP transl inh 1, Diaph inh CS 17, TLR4-MyD88 BLA 3, STAT3 activator 102, G6PDH counter 11, STAT1 blocker 8, STAT1 act 93, STAT3 inh 0 and Hsp70 act -0.3.
For COC(=O)c1cccn(CC(=O)c2ccc(Cl)cc2)c1=O the results were Diaphorase act 0.8, APP transl inh -13, Diaph inh CS 22, TLR4-MyD88 BLA 8, STAT3 activator 99, G6PDH counter 11, STAT1 blocker 1, STAT1 act 97, STAT3 inh 8 and Hsp70 act -0.2.
`COC(=O)/C=C1\N/C(=N\c2nc(C)cc(C)n2)N(c2ccc(C)c(C)c2)C1=O` gave Diaphorase act 1, APP transl inh -12, Diaph inh CS 4, TLR4-MyD88 BLA -11, STAT3 activator 109, G6PDH counter 5, STAT1 blocker 1, STAT1 act 99, STAT3 inh -6 and Hsp70 act -0.2.
CN(C)/C=N/c1sc2c(c1C(N)=O)CCCC2 was read as Diaphorase act 0.9, APP transl inh -7, Diaph inh CS 10, TLR4-MyD88 BLA -9, STAT3 activator 104, G6PDH counter -3, STAT1 blocker -24, STAT1 act 120, STAT3 inh 5 and Hsp70 act -0.1.
CSc1nc(-c2ccccc2)c(C#N)c(=O)n1C was read as Diaphorase act 1, APP transl inh -7, Diaph inh CS -2, TLR4-MyD88 BLA -2, STAT3 activator 100, G6PDH counter 12, STAT1 blocker -3, STAT1 act 102, STAT3 inh 6 and Hsp70 act -0.3.
For O=[N+]([O-])c1nn(-c2ccc(Cl)cc2)n(O)c1=NCc1ccncc1 the results were Diaphorase act 0.9, APP transl inh 11, Diaph inh CS 6, TLR4-MyD88 BLA 0, STAT3 activator 88, G6PDH counter 4, STAT1 blocker -11, STAT1 act 110, STAT3 inh 17 and Hsp70 act 0.0.
Screening Cc1ccn2cc(CCNC(=O)Cc3cccs3)nc2c1 returned Diaphorase act 0.9, APP transl inh -4, Diaph inh CS 8, TLR4-MyD88 BLA -8, G6PDH counter 5, STAT1 blocker -8, STAT1 act 106 and Hsp70 act -0.2.
CCC(c1nnnn1C(C)(C)C)N(Cc1cc2cccc(C)c2n2nnnc12)C1CCCC1 (configuration not stated) was read as APP transl inh -4, TLR4-MyD88 BLA -2, STAT3 activator 115, STAT1 blocker -1, STAT1 act 101, STAT3 inh -17 and Hsp70 act -0.5.
For O=C(O)/C=C/c1cnn(-c2ccccc2)c1 the results were Diaphorase act 1.1, APP transl inh -90, Diaph inh CS -5, TLR4-MyD88 BLA -7, STAT3 activator 66, G6PDH counter 3, STAT1 blocker 29, STAT1 act 74, STAT3 inh 45* and Hsp70 act -0.2.
Cc1ccccc1CCNC(=O)C1CCN(S(=O)(=O)c2ccc(-n3cnnn3)cc2)CC1 was read as Diaphorase act 0.8, APP transl inh 4, Diaph inh CS 16, TLR4-MyD88 BLA 3, STAT3 activator 103, G6PDH counter 19, STAT1 blocker 6, STAT1 act 94, STAT3 inh 0 and Hsp70 act 0.1.
Screening Cc1cccc(N2CCN(S(=O)(=O)c3cccc4nonc34)CC2C)c1 (configuration not stated) returned Diaphorase act 0.7, APP transl inh 0, Diaph inh CS 32, TLR4-MyD88 BLA -13, STAT3 activator 104, G6PDH counter 13, STAT1 blocker 2, STAT1 act 97, STAT3 inh -3 and Hsp70 act 0.2.
CC(=O)c1c(C)n(C)c2ccc(OC(=O)c3ccc([N+](=O)[O-])cc3)cc12 was read as Diaphorase act 0.9, APP transl inh -12, Diaph inh CS 9, TLR4-MyD88 BLA -5, STAT3 activator 98, G6PDH counter 9, STAT1 blocker 1, STAT1 act 98, STAT3 inh 5 and Hsp70 act -0.4.
Screening Cc1ccc(-n2ncc3c(SCc4ccccn4)ncnc32)c(C)c1 returned Diaphorase act 0.8, APP transl inh -2, Diaph inh CS 16, TLR4-MyD88 BLA 5, STAT3 activator 95, G6PDH counter 1, STAT1 blocker -42, STAT1 act 137*, STAT3 inh 16 and Hsp70 act -0.3.
`O=C(CCN1C(=O)C2C3C=CC(C3)C2C1=O)NC1CCCc2ccccc21` (configuration not stated) gave Diaphorase act 0.9, APP transl inh -12, Diaph inh CS 12, TLR4-MyD88 BLA 1, STAT3 activator 111, G6PDH counter -15, STAT1 blocker 7, STAT1 act 93, STAT3 inh -8 and Hsp70 act -0.3.
`O=C(NCc1ccc2c(c1)OCO2)c1ccc(Cl)s1` gave Diaphorase act 1, APP transl inh -13, Diaph inh CS -2, TLR4-MyD88 BLA 6, STAT3 activator 105, G6PDH counter 2, STAT1 blocker -2, STAT1 act 99, STAT3 inh -1 and Hsp70 act 0.0.
Cc1cccc(/C(N)=N/OC(=O)c2cccnc2)c1 was read as Diaphorase act 0.9, APP transl inh -149, Diaph inh CS 5, TLR4-MyD88 BLA -10, STAT3 activator 87, G6PDH counter 12, STAT1 blocker -37, STAT1 act 133*, STAT3 inh 18 and Hsp70 act 0.2.
For Cc1ccc(C)n1-c1ccc(C(=O)N/N=C/c2ccncc2)cc1 the results were Diaphorase act 0.9, APP transl inh -9, Diaph inh CS 9, TLR4-MyD88 BLA -20, STAT3 activator 105, G6PDH counter 4, STAT1 blocker -8, STAT1 act 106, STAT3 inh 2 and Hsp70 act -0.1.
`COC(=O)COc1ccc(S(=O)(=O)NCc2ccco2)cc1` gave Diaphorase act 0.9, APP transl inh 3, Diaph inh CS 12, TLR4-MyD88 BLA 0, STAT3 activator 101, G6PDH counter 9, STAT1 blocker -2, STAT1 act 102, STAT3 inh 2 and Hsp70 act 0.9.
For COCCNC(=O)c1cccc(Nc2nc(-c3ccccc3)c3cc(Cl)ccc3n2)c1 the results were Diaphorase act 0.7, APP transl inh -10, Diaph inh CS 28, TLR4-MyD88 BLA 4, STAT3 activator 85, G6PDH counter -20, STAT1 blocker 5, STAT1 act 96, STAT3 inh 19 and Hsp70 act -0.5.
For Cc1cc2ncc(S(=O)(=O)c3ccccc3)c(N)n2n1 the results were Diaphorase act 0.9, APP transl inh 21, Diaph inh CS 6, TLR4-MyD88 BLA 16, STAT3 activator 99, G6PDH counter -5, STAT1 blocker -2, STAT1 act 101, STAT3 inh 8 and Hsp70 act -0.3.

Sorted by SMILES length (descending): part of the list above.
For COCCNC(=O)c1cccc(Nc2nc(-c3ccccc3)c3cc(Cl)ccc3n2)c1 the results were Diaphorase act 0.7, APP transl inh -10, Diaph inh CS 28, TLR4-MyD88 BLA 4, STAT3 activator 85, G6PDH counter -20, STAT1 blocker 5, STAT1 act 96, STAT3 inh 19 and Hsp70 act -0.5.
`COC(=O)COc1ccc(S(=O)(=O)NCc2ccco2)cc1` gave Diaphorase act 0.9, APP transl inh 3, Diaph inh CS 12, TLR4-MyD88 BLA 0, STAT3 activator 101, G6PDH counter 9, STAT1 blocker -2, STAT1 act 102, STAT3 inh 2 and Hsp70 act 0.9.
`O=C(NCc1ccc2c(c1)OCO2)c1ccc(Cl)s1` gave Diaphorase act 1, APP transl inh -13, Diaph inh CS -2, TLR4-MyD88 BLA 6, STAT3 activator 105, G6PDH counter 2, STAT1 blocker -2, STAT1 act 99, STAT3 inh -1 and Hsp70 act 0.0.

Remaining list, next part.
COc1ccc(C=O)cc1OS(=O)(=O)c1ccc(NC(C)=O)cc1 was read as Diaphorase act 1, APP transl inh -2, Diaph inh CS -4, TLR4-MyD88 BLA -8, STAT3 activator 100, G6PDH counter 16, STAT1 blocker 4, STAT1 act 96, STAT3 inh -1 and Hsp70 act -0.1.
For COCCCNC(=O)CN1C(=O)/C(=C\c2ccc(C)cc2)Sc2ccccc21 the results were Diaphorase act 0.9, APP transl inh 7, Diaph inh CS 5, TLR4-MyD88 BLA 0, STAT3 activator 93, G6PDH counter 13, STAT1 blocker 2, STAT1 act 98, STAT3 inh 6 and Hsp70 act 0.1.
`COc1ccccc1C1NC(=O)NC(C)=C1C(C)=O` (configuration not stated) gave APP transl inh -11, TLR4-MyD88 BLA 1, STAT3 activator 98, STAT1 blocker 0, STAT1 act 100, STAT3 inh 8 and Hsp70 act -0.3.
For CN(C)S(=O)(=O)c1cccc(NC(=O)CSc2nc3ccccc3n2-c2ccccc2)c1 the results were Diaphorase act 0.9, APP transl inh -4, Diaph inh CS 7, TLR4-MyD88 BLA -9, STAT3 activator 95, G6PDH counter -10, STAT1 blocker 21, STAT1 act 81, STAT3 inh 10 and Hsp70 act -0.5.
CCOC(=O)c1c(NC(=S)Nc2ccc(Cl)cc2)sc2c1CCN(C)C2 was read as Diaphorase act 0.9, APP transl inh -4, Diaph inh CS 12, TLR4-MyD88 BLA 2, STAT3 activator 94, G6PDH counter 14, STAT1 blocker -5, STAT1 act 105, STAT3 inh 9 and Hsp70 act -0.5.
`CN1CCN(c2nc(NCCOC34CC5CC(CC(C5)C3)C4)nc(OCC(F)(F)F)n2)CC1` gave Diaphorase act 1, APP transl inh 8, Diaph inh CS -3, TLR4-MyD88 BLA -15, STAT3 activator 106, G6PDH counter -2, STAT1 blocker 5, STAT1 act 94, STAT3 inh -1 and Hsp70 act 0.1.
CCOC(=O)C1C(C(=O)OCC)C1(c1ccccc1)c1ccccc1 (configuration not stated) was read as Diaphorase act 0.8, APP transl inh -4, Diaph inh CS 18, TLR4-MyD88 BLA 3, STAT3 activator 104, G6PDH counter 0, STAT1 blocker 7, STAT1 act 94, STAT3 inh -2 and Hsp70 act -0.5.
Screening Cc1cc(C(=O)CSc2nnc(Nc3ccccc3)s2)c(C)n1CC1CCCO1 (configuration not stated) returned Diaphorase act 0.8, APP transl inh -8, Diaph inh CS 22, TLR4-MyD88 BLA -3, STAT3 activator 104, G6PDH counter 2, STAT1 blocker 1, STAT1 act 99, STAT3 inh 0 and Hsp70 act 0.0.
